# From PubChem
# TDP1 inh: inhibitors of human tyrosyl-DNA phosphodiesterase TDP1. Q9NUW8. recombinant TDP1, AlphaScreen DNA substrate cleavage. Potency, µM (doses to about 130 µM), inactives show top-dose activity change, negative = inhibition, usual class: inhibitors. 350,000 compounds, 0.28% hits. AID 485290; further: nearly all actives have a fitted effect of over 40% in size
# Target sequence (Q9NUW8 whole entry, looked up): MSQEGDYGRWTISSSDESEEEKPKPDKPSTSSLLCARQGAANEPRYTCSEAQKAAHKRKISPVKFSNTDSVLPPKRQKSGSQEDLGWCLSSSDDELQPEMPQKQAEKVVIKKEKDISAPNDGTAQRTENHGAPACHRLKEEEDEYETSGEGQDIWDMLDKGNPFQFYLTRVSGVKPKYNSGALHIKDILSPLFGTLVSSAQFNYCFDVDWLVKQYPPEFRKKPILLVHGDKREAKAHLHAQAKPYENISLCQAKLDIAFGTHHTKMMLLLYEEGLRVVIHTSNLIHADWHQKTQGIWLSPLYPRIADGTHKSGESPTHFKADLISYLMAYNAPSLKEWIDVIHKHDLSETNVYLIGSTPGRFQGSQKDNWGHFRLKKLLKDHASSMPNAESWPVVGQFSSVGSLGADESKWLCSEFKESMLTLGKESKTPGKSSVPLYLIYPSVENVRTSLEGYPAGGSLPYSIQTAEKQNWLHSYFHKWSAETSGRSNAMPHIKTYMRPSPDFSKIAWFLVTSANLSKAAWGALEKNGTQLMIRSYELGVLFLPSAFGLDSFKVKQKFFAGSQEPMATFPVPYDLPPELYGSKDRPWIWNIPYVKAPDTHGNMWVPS
#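 Recombinant human Tdp1 (E. coli-expressed, 1 nM final) preincubated with compounds 15 min at room temperature, then 5'-biotin/3'-phosphotyrosine-FITC DNA substrate (15 nM final) added for 5 min. AlphaScreen beads (10 ug/ml final) added 10 min; cleavage lowers signal.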
# DT40 TDP1 no CPT: qHTS for Inhibitors of human tyrosyl-DNA phosphodiesterase 1 (TDP1): qHTS in cells in absence of CPT; AID 686978, 2013; DT40 Tdp1-/- hTDP1 cells, no CPT, ATP luminescence, 48 h; 420,000 compounds, 15% hits; Potency, µM (titrated, usually from 46.2 µM), for the others: at the top dose activity change, negative = growth inhibition, usual class: inhibitors; further: nearly all actives have a fitted effect of over 55% in size
#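 Readout: luminescence from CellTiter-Glo after 30 min in the dark at RT. Cells: DT40 Tdp1-/- with stable hTDP1, 400/well. Exposure: compounds alone, ≥48 hr, 37 °C.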
# KAT2A inh: blocks human GCN5L2 histone acetyltransferase; Q92830; GCN5L2 HAT assay, ThioGlo1 CoA-SH fluorescence; Potency, µM (series often up to 58.9 µM), without a hit: at the top dose activity change, negative = inhibition, most hits filed as inhibitors; 390,000 compounds, 0.21% hits
#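 Titration-based screen in which CoA formation is detected via maleimide probe ThioGlo1 (50uM) turning fluorescent on thiol reaction; substrates H3(1-25) 75uM and acetyl-CoA 70uM, GCN5L2 20nM, 20 min incubation at room temperature.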
# Starred values were filed as active, the others as inactive; ? = inconclusive; . = not tested or not shown; & = joins results of further samples; ! = repeats disagree; [ ] = remark or other dose. The call rests on the fitted dose curve; in most records, active means well fitted curve in the direction sought with a large enough effect; inconclusive means small, poorly fitted or top-dose-only effect, or another doubt; inactive means no such curve, though single readings can be large; an effect the other way counts as inactive or inconclusive. On the % scale 0 is the no-effect control and ±100 the full control effect; potency means the concentration at half of the fitted maximal effect. Some of the compounds tested, so the mix of outcomes need not match the whole.
SMILES,TDP1 inh,DT40 TDP1 no CPT,KAT2A inh
Cc1cccc(Nc2c3c(nc4ncnn24)CCC3)c1,5%,?,-4%
COc1ccc(S(=O)(=O)N2CCN(CC(O)CN3CCOCC3)CC2)cc1 (stereo unspecified),0%,7%,0%
Cc1ccc(-c2nc(CSCC(=O)NCc3cccnc3)c(C)o2)cc1,5%,?,-21%
O=C(CSc1nnc(SCc2ccccc2)s1)N/N=C/c1c[nH]c2ccccc12,10µM*,-18%,-7%
Cc1[nH]c2ccccc2c1C(=O)CSc1ccccc1,1%,?,0%
CCc1cc(C(=O)Nc2nc(-c3ccccn3)cs2)sc1C,2%,2.9µM*,0%
COc1cccc(NC(=O)CN(c2cccc(C(F)(F)F)c2)S(C)(=O)=O)c1,4%,-21%,-2%
Cc1c(-c2ccccc2)n(-c2ccc(Cl)cc2)c2nc3c(c(=O)n(C)c(=O)n3C)n12,5%,-6%,-1%
COc1ccc(/C=C\C(=O)NC2CC(=O)N(c3ccc(F)cc3)C2)cc1OC (stereo unspecified),-3%,-18%,-8%
O=C(COc1ccc(Br)cc1)N(CCO)CCO,-2%,12%,1%
COc1ccccc1N=CC1=C(O)CC(c2ccccc2)CC1=O (stereo unspecified),2%,9.2µM*,-5%
COc1ccc(CNC(=O)CCCNC(=O)c2ccc(Cl)cc2)cc1OC,.,21%,0%
CN(C)CCCNS(=O)(=O)c1ccc(NC2CCCCCC2)c([N+](=O)[O-])c1,.,2.3µM*,-1%
c1ccc(OCCn2c(-c3ccco3)nc3ccccc32)cc1,2%,?,-22%
CCn1cc(CN2CCCC(C(=O)c3ccc(-c4ccccc4)c(F)c3)C2)cn1 (stereo unspecified),.,23µM*,-9%
C=CCn1c(SCC#N)nc2ccc(Cl)cc2c1=O,0%,-21%,.
COc1cccc(NC(=O)CSc2cc(C)[nH]c(=O)n2)c1,8%,-28%,-4%
COc1ccccc1CC(=O)Nc1ccc(-c2noc(COc3ccc(Cl)c(C)c3)n2)cc1,1%,-22%,0%
O=C(CSc1n[nH]c(-c2ccco2)n1)Nc1ccccc1F,6%,?,-1%
COC(c1ccccc1)c1nnc(CCC(=O)N(C)CCc2ccccc2)o1 (stereo unspecified),-3%,?,?

# Overlap with the part before: two entries; new compounds follow.
SMILES,TDP1 inh,DT40 TDP1 no CPT,KAT2A inh
O=C(CSc1n[nH]c(-c2ccco2)n1)Nc1ccccc1F,6%,?,-1%
COC(c1ccccc1)c1nnc(CCC(=O)N(C)CCc2ccccc2)o1 (stereo unspecified),-3%,?,?
CC(C)c1nc(C(=O)N2CCCC(N3CCN(c4cccc(Cl)c4)CC3)C2)cs1 (stereo unspecified),5%,?,-20%
Cc1ccc(-n2nc3c(=O)n(CC(=O)NCc4ccco4)nc(C)c3c2C)cc1,3%,-25%,-2%
COc1cccc(NC(=O)c2oc3ccc(S(=O)(=O)N4CCOCC4)cc3c2C)c1,8%&8%,13µM*,-16%&-1%
Cc1ccccc1NC1=C(Cl)C(=O)N(C2CCCCC2)C1=O,0%,?,0%
CC(=O)Nc1cccc(NC(=O)C(=O)Nc2ccc3c(c2)N(C(=O)C2CC2)CCC3)c1,-18%,?,-7%
Cc1ccccc1NC(=O)Nc1cc(S(N)(=O)=O)ccc1C,-2%,22%,-11%
CO/N=C(\C(=O)N[C@@H]1C(=O)N2C(C(=O)O)=C(CSc3nc(=O)c(O)nn3C)CSC12)c1csc(N)n1 (stereo partly specified),7.1µM*,.,3%
COc1ccc([N+](=O)[O-])cc1NC(=O)C(C)N1CCCC1 (stereo unspecified),-9%,-14%,-3%
O=C(CN1CCN(c2ccc(Cl)cc2)CC1)Nc1ccc(F)cc1F,-1%,?,5%
COC(=O)c1[nH]c2cc(OC)ccc2c1N=CN(C)C,4%,-6%,-1%
Cc1ccc(CS(=O)(=O)CCC(=O)NCCc2ccccc2)cc1,.,-2%,-1%
Cc1ccc(C(=O)Nc2nc(-c3ccccc3)c(-c3ccccc3)o2)cc1,11%,18µM*,-18%
CCCNC(=O)CCc1cc(C(C)(C)C)c(O)c(C(C)(C)C)c1,5%,?,-5%
COc1ccc2[nH]c(C(=O)N3CCC(n4nccc4NC(=O)C4CC4)CC3)c(C)c2c1,4%,-2%,2%
COc1ccccc1/C=N/NC(=O)c1cc2c(OC)c(OC)ccc2[nH]1,.,3.3µM*,-9%
CC(C)(C)OC(=O)C[C@@H]1C/C=C\C[C@H](CC(=O)N(CCO)Cc2ccccc2)C(=O)N[C@@H](c2ccccc2)COC1=O,3%,?,-2%
Cc1cc2nnc(SCC(=O)Nc3ccc(Cl)cc3)n2c(N)n1,12%,-11%,-6%
CCCCCCCCC(NC(=O)c1ccc(C#N)cc1)C(=O)NCCC (stereo unspecified),1%,?,-8%
Cc1cccc(-c2noc(CCC(=O)NCc3ccccc3)n2)c1,0%,-6%,-3%
CCOC(=O)N/N=C/c1ccc(OCCSc2ccc(Cl)cc2)c(OC)c1,3%,26µM*,-5%
O=C(Nc1nnc(-c2ccco2)o1)C1CC1,1%,-2%,-8%
CN[C@@H]1[C@H](O[C@H]2[C@@H](O[C@@H]3[C@@H](O)[C@@H](O)[C@@H](N=C(N)N)[C@@H](O)[C@@H]3N=C(N)N)O[C@@H](C)[C@]2(O)CO)O[C@H](CO)[C@@H](O)[C@@H]1O,4%[56.1 µM],.,8%[21.4 µM]
CCn1cc(C(=O)OCC(=O)N(C)Cc2ccccc2)c(=O)c2ccc(C)nc21,0%,-13%,-3%
Cc1cc(OC(C)C(=O)NCCCn2ccnc2)c2c(C)c(C)c(=O)oc2c1 (stereo unspecified),3%,0%,-29%
Cc1cccc(NC(=O)N2CCc3ccccc3C2)c1C,3%[56.1 µM],2%,13%
O=Cc1ccc(OCC(=O)NC(=O)NC2CCCCC2)cc1,3%,?,-5%
CC1(C)C(=O)NCCN1C(=O)CSc1nccc(-c2ccc(Br)cc2)n1,2%,16µM*,-1%
COCCNC(=S)N/N=C(\C)c1ccc(Cl)c(Cl)c1,6%,21µM*,-4%
CCN(CC)C(=O)c1[nH]cnc1C(=O)N[C@@H](C)C(=O)OC(C)(C)C,-1%,-13%,0%
CS(=O)(=O)Cc1ccc(C(=O)Nc2cccc(-c3nc4ccccc4[nH]3)c2)cc1,5%,13µM*,-4%
CCN(CC)C(=S)NCCc1ccccc1,-8%,-11%,0%
Cc1ccc(CNC(=O)C2c3ccccc3C(=O)N(C)C2c2c[nH]c3ccccc23)o1 (stereo unspecified),4%,15µM*,.
COc1ccc(S(=O)(=O)NCC(=O)O)cc1C(=O)NC1CCCCC1,6%,-13%,2%
CCOC(=O)c1cnc2ccc(OC)cc2c1Nc1cccc(C(C)=O)c1,-4%[12.3 µM],21µM*,-8%
COc1cccc(NC(=O)c2sc3nc4n(c(=O)c3c2C)CCC4)c1,0%&4%,15µM*!,-5%&1%
COc1ccccc1CN1CC(C(=O)NCc2cc(C(C)C)no2)CCC1=O (stereo unspecified),2%,30%,0%
COc1ccc(-c2nn3c(-c4ccccc4)nnc3s2)cc1,2%,?,-2%
Cc1ccc2c(c1)N(CCC(=O)NCc1ccccn1)C(=O)CO2,5%,-7%,-2%
C=CCn1c(SCn2nnc3ccccc3c2=O)nnc1C1CCCCC1,3%,-18%,-2%
Cc1ccc(S(=O)(=O)N2CCOCC2)cc1C(=O)NCc1cccs1,3%,-4%,-8%
Cc1ccc(-n2c(SCCN)nnc2-c2cccc(C)c2)cc1,.,?,2%
COc1cccc(N2CCN(C(=O)c3ccc(CSc4nc5ccncc5[nH]4)cc3)CC2)c1,3%,18µM*,-1%
O=C(NNS(=O)(=O)c1ccccc1)c1ccc(O)cc1,0%,9%,4%
Cc1cccc(CCNC(=O)C2CCC(=O)N2Cc2ccc(F)cc2)c1 (stereo unspecified),-4%,-10%,?
CN(C(=O)c1cnc(N2CCN(c3ncccn3)CC2)c2ccccc12)c1ccc(Cl)cc1,0%,21µM*,1%
CCCCC12CN3CC(C)(CN(C1)C31C(=O)N(C)c3ccc(C)cc31)C2=O (stereo unspecified),0%,?,-5%
CN(C)c1ccc(/C=C(/C(=O)c2ccc(Cl)cc2Cl)n2cncn2)cc1,0%,23µM*,24%
CCO/N=C(\C)c1c(O)c2ccccc2n(C)c1=O,3%,0%,-1%
Cn1nnnc1CCOCCc1nnnn1C,2%,-4%,-4%
CC(=O)c1cc(-c2ccc(F)cc2)n(CC(=O)NC2CCCCCC2)c1C,2%,16µM*,-4%
# Other compounds
SMILES,TDP1 inh,DT40 TDP1 no CPT,KAT2A inh
Cc1cc(NC(=O)CCC(=O)N(CCc2ccccc2)C(C(=O)NC2CCCC2)c2ccco2)no1 (stereo unspecified),5%,?,-13%
COC(=O)c1cn(C(=O)/C=C/c2ccc(OC)c(OC)c2)c2ccccc12,-1%,16µM*,-12%
O=C(NN=C1CCCC1)c1cc(-c2ccccc2)n[nH]1,0%,-19%,0%
O=C(NCC1CCCO1)C(c1ccc(N2CCOCC2)cc1)N(C(=O)Cn1nnc2ccccc21)c1ccccc1F (stereo unspecified),-3%,0%,6%
CC(=O)c1cccc(NC(=O)CSc2nnc(-c3ccc(S(=O)(=O)N4CCCC4)cc3)o2)c1,1%,-10%,-4%
Cc1noc(C)c1S(=O)(=O)N1CCC(C(=O)NCCCN2CC(C)CC(C)C2)CC1 (stereo unspecified),-5%,-14%,0%
COc1ccc2cc(Br)ccc2c1CC(=O)N1CCCC1,.,?,1%
CC(C)(C)c1ccc(S(=O)(=O)/N=C2\C=C(NS(=O)(=O)c3ccccc3)C(=O)c3ccccc32)cc1,11%,21µM*,?
COc1ccc(Br)c2c1C(=O)CC2,-1%,-10%,1%
CC1(C)C2CCC1(CS(=O)(=O)NC(CC(=O)O)c1cccc(Br)c1)C(=O)C2 (stereo unspecified),-14%,-15%,2%
CC(=O)N1CCCc2cc(S(=O)(=O)N3CCC(C(=O)NC4CCC(C)CC4)CC3)ccc21 (stereo unspecified),7%,-27%,-9%
COc1ccc(C2(NC(C)=O)CCN(C(=O)c3ccco3)CC2)cc1,0%,-2%,-7%
CCOc1cccc(NC(=O)c2ccc(S(=O)(=O)N(C)C)cc2)c1,3%,?,-4%
CC(=O)Nc1ccc(S(=O)(=O)NNc2ccc([N+](=O)[O-])cc2)cc1,.,?,-8%
O=S(=O)(c1ccc(NC(=S)NN=C2CCCCC2)cc1)N1CCOCC1,5%,-13%,-25%
O=C(Cc1ccc(Cl)cc1)NCC(=O)N1CCCCCC1,5%,-1%,-2%
O=C(C[C@H]1C/C=C\CC[C@H](Cc2ccc(F)cc2)C(=O)OC[C@H]2CCCN2C1=O)NCCO,1%,3%,1%
CC1CCCCC1NC(=O)CSc1nnc(-c2ccccc2)n1N (stereo unspecified),1%,-1%,-8%
CC(C)C(OC(=O)c1ccco1)C(=O)NCc1ccc2c(c1)OCO2 (stereo unspecified),.,-12%,-3%
COc1cc(NC(=O)CSc2nc3[nH]c(=O)cc(O)c3s2)cc(OC)c1OC,1%,?,-7%

# 7 entries drawn at random from the list so far, as already listed:
SMILES,TDP1 inh,DT40 TDP1 no CPT,KAT2A inh
O=C(Cc1ccc(Cl)cc1)NCC(=O)N1CCCCCC1,5%,-1%,-2%
O=S(=O)(c1ccc(NC(=S)NN=C2CCCCC2)cc1)N1CCOCC1,5%,-13%,-25%
CCOc1cccc(NC(=O)c2ccc(S(=O)(=O)N(C)C)cc2)c1,3%,?,-4%
CC(=O)Nc1ccc(S(=O)(=O)NNc2ccc([N+](=O)[O-])cc2)cc1,.,?,-8%
CC(C)C(OC(=O)c1ccco1)C(=O)NCc1ccc2c(c1)OCO2 (stereo unspecified),.,-12%,-3%
CC(=O)N1CCCc2cc(S(=O)(=O)N3CCC(C(=O)NC4CCC(C)CC4)CC3)ccc21 (stereo unspecified),7%,-27%,-9%
CC1CCCCC1NC(=O)CSc1nnc(-c2ccccc2)n1N (stereo unspecified),1%,-1%,-8%

# The list continues.
SMILES,TDP1 inh,DT40 TDP1 no CPT,KAT2A inh
NC(=O)N/N=C1\CCS(=O)(=O)c2ccc(F)cc21,.,-6%,-8%
CC(=O)Nc1ccc(NC(=O)C(C)OC(=O)C2(c3ccc(F)cc3)CCCC2)cc1 (stereo unspecified),-5%,?,-8%
O=C1CN(C(=O)COC(=O)c2ccccc2Br)c2ccccc2N1,0%,-3%,-1%
CN(Cc1c(F)cccc1Cl)C(=O)C1CC(=O)N(CCc2ccccc2)C1 (stereo unspecified),2%,-1%,-8%
